High-throughput results: PubChem BioAssay, National Center for Advancing Translational Sciences (NCATS)
D2 potentiator = positive allosteric modulators of human D2 dopamine receptor; P14416; HEK293 T-REx D2, calcium flux, EC20 dopamine potentiation; potentiation, % at 10 µM; 340,000 tested, 0.34% active;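 active = potentiation over 3 SD above the plate norm, cut at about 30% in these data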; note: 0% is about no effect
Target sequence (P14416 whole entry, looked up): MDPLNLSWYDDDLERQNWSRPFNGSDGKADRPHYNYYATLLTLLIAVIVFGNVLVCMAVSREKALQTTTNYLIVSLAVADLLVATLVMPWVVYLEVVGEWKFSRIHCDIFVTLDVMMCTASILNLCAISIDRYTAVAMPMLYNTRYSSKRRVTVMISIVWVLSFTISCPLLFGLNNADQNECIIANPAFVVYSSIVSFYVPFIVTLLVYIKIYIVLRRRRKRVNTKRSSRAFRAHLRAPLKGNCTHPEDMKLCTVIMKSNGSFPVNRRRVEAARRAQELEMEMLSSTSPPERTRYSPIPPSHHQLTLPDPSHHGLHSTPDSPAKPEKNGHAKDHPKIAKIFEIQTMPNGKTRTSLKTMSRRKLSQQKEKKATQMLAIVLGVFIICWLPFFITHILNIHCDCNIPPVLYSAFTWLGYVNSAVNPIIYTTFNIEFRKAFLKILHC
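Cells plated with tetracycline inducer and held overnight at 30 C; calcium dye loaded 30–90 min at room temperature; baseline taken, compound added and read 180 s; EC20 dopamine then added and read 180 s.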
D1 ag = agonists of human D1 dopamine receptor; P21728; HEK293 T-REx D1 cells, calcium flux, agonist mode; activation, % at 2 µM; 360,000 tested, 1% active; note: 0% is about no effect
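Tetracycline-induced HEK293 TREx D1 cells, force-coupled to calcium signalling, were dye-loaded with a no-wash calcium kit. Compound was pin-added after a 10 s baseline. Fluorescence was read kinetically at 1 cycle/s for 180 s, with calcium rises flagged as agonism.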
D2 ag = agonists of human D2 dopamine receptor; HEK293 T-REx D2 cells, calcium flux agonist mode; activation, % at 2 µM; AID 485358; P14416; 340,000 tested, 0.53% active;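 active = activation over 3 SD above normal in the single-dose calcium agonist read, cut at about 30% in these data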; note: 0% is about no effect
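Agonism scored from kinetic calcium signal (1 read/sec, 180 s) following compound pin transfer, after a 10 s baseline. Cells: HEK293 Trex line expressing inducible D2 receptor coupled to calcium, dye-loaded after overnight culture at 30 C.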
TRHR enhancer = allosteric enhancers of human TRH receptor; 360,000 tested, 0.66% active; AID 493056; TRHR cells, fluo-8 calcium fluorescence, EC20 TRH enhancement; enhancement, % at 2 µM; in the data active = enhancement above about 30%; note: 0% is about no effect
Target sequence (P34981 whole entry, looked up): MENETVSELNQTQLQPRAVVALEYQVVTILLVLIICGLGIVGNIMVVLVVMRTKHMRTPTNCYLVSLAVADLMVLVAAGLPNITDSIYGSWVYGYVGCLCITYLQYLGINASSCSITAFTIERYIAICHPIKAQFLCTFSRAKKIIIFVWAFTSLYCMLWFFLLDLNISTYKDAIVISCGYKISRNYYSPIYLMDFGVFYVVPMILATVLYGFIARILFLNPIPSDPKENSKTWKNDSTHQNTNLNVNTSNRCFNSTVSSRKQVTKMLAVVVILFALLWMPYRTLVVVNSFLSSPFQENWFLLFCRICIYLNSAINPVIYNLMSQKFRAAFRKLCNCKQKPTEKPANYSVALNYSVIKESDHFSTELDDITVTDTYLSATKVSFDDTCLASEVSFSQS
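Enhancer read-out: after compound pinning and an initial kinetic agonist-mode read, an EC20 of TRH (10 nM final) was injected and fluo-8 calcium signal (Ex 480/Em 530) followed at 1 s/cycle for 100 cycles in TRHR-expressing cells.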
D1 antagonist = blocks dopamine activation of the human D1 receptor; HEK293 TREx D1 cells, calcium flux, dopamine EC80; stronger effect = lower value; activity change, negative = inhibition, % at 10 µM; 360,000 tested, 3.2% active; in the data active = activity change below about -30%; note: % is set by controls: 0 for no effect and ±100 for the full control effect
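Cells carrying a force-coupled, tetracycline-inducible human D1 receptor report calcium flux. Each well gets a 10 s baseline, compound with 180 s monitoring, then an EC80 dopamine stimulus with a second 180 s kinetic read.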
D2 antagonist = antagonizes the human D2 dopamine receptor | P14416 | HEK293 TREx D2 cells, calcium flux, dopamine EC80 | inhibition, % at 10 µM | 340,000 tested, 2% active; in the data active = inhibition above about 30%; note: 0% is about no effect
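Overnight-induced (tetracycline, 30 C) HEK293 T-REx cells carrying force-coupled D2 receive a no-wash calcium dye, then compound, then EC80 dopamine at 180 s; signals are read kinetically throughout.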
RXFP1 antag = blocks the human relaxin receptor RXFP1 | HEK293-RXFP1, relaxin-stimulated cAMP HTRF, 30 min; stronger effect = lower value | activity change, negative = inhibition, % at 57.5 µM | Q9HBX9 | 350,000 tested, 0.59% active;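 active = activity change of -60% or lower, but not beyond a set lower limit; inconclusive = change between -60% and -40%, or beyond the set limit; inactive = change above -40%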; note: % is set by controls: 0 for no effect and ±100 for the full control effect
TRHR ag = agonists of human TRH receptor; P34981; TRHR cells, calcium flux fluo-8, FDSS agonist mode; activation, % at 2 µM; 360,000 tested, 0.18% active; note: 0% is about no effect
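Fluo-8-loaded TRHR cells; 10 s baseline, compound added, kinetic Ca2+ fluorescence read 1/s, agonist mode.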
D1 PAM = human D1 dopamine receptor positive modulation | P21728 | AID 504651 | potentiation, % at 10 µM | HEK293 TREx D1 cells, calcium flux, dopamine EC20 potentiation | 360,000 tested, 0.036% active; in the data active = potentiation above about 30%; note: 0% is about no effect
* = called active by the depositor. Cut-off read from the data, not from the text of the source, unless noted: active = activation above about 30%; inactive = the rest.

Screening CC1CCc2c(sc3nc(SCC(=O)NCc4ccco4)nc(N)c23)C1 (configuration not stated) returned D2 potentiator 9, D1 ag -1, D2 ag 0.2, TRHR enhancer 6, D1 antagonist 11, D2 antagonist 1, RXFP1 antag -8, TRHR ag -2.6 and D1 PAM -1.
Screening c1ccc(NC2=Nc3ccccc3CS2)cc1 returned D2 potentiator 7, D1 ag 1, D2 ag 0.3, TRHR enhancer 11, D1 antagonist -10, D2 antagonist -2, RXFP1 antag 4, TRHR ag -0.2 and D1 PAM -10.
`COc1ccc(C(=O)CSc2nnc(CNC(=O)c3ccccc3)n2C)cc1` gave D2 potentiator 2, D1 ag 0, D2 ag 0.2, TRHR enhancer -10, D1 antagonist -3, D2 antagonist -5, RXFP1 antag 5, TRHR ag 1.1 and D1 PAM -1.
O=C(COc1ccc([N+](=O)[O-])cc1)NCc1cccnc1 was read as D2 potentiator 4, D1 ag 0, D2 ag 0.0, TRHR enhancer 3, D1 antagonist -2, D2 antagonist -1, RXFP1 antag -7, TRHR ag 0.0 and D1 PAM 1.
`CCCOc1cccc(C2/C(=C(/O)c3ccc(OC)cc3)C(=O)C(=O)N2CCN(C)C)c1` (configuration not stated) gave D2 potentiator -1, D1 ag 3, D2 ag 0.4, TRHR enhancer -2, D1 antagonist 17, D2 antagonist 6, RXFP1 antag 9, TRHR ag -1.0 and D1 PAM -5.
Screening O=C(NC(=S)Nc1ccc2[nH]c(=O)[nH]c2c1)c1cncc(Br)c1 returned D2 potentiator -7, D1 ag 1, D2 ag 0.8, TRHR enhancer -5, D1 antagonist -3, D2 antagonist -6, RXFP1 antag -6, TRHR ag 0.5 and D1 PAM 3.
For COc1ccc(/C=N/Nc2nc(Nc3ccccc3)nc(N3CCCC3)n2)cc1[N+](=O)[O-] the results were D2 potentiator 2, D1 ag 2, D2 ag 0.0, TRHR enhancer -10, D1 antagonist -19, D2 antagonist 0, RXFP1 antag -5, TRHR ag -0.5 and D1 PAM -3.
Screening COc1ccc(C[C@](C)(N)C(=O)O)cc1OC returned D2 potentiator -6, D1 ag -1, D2 ag -0.4, TRHR enhancer 7, D1 antagonist -19, D2 antagonist -2, TRHR ag -1.5 and D1 PAM -4.
For N/C(=N\OC(=O)COc1ccc(Br)cc1Cl)c1ccncc1 the results were D2 potentiator 4, D1 ag 7, D2 ag -0.1, TRHR enhancer 2, D1 antagonist -10, D2 antagonist 18, RXFP1 antag 19, TRHR ag -0.3 and D1 PAM -5.
CCN(CCNS(=O)(=O)c1ccc2c(c1)oc(=O)n2C)c1ccccc1 was read as D2 potentiator -7, D1 ag 4, D2 ag 0.3, TRHR enhancer 1, D1 antagonist -31*, D2 antagonist -8, RXFP1 antag 3, TRHR ag 0.5 and D1 PAM -7.
Screening CCOc1ccc(NC(=O)CN(C)C(=O)c2cccnc2SC)cc1OCC returned D2 potentiator -5, D1 ag 0, D2 ag 1.0, TRHR enhancer -5, D1 antagonist 7, D2 antagonist 3, RXFP1 antag -4, TRHR ag 1.2 and D1 PAM 4.
`CN(C)CCCN(C(=O)c1cc(-c2cccs2)nc2ccccc12)c1nc2ccc(F)cc2s1` gave D2 potentiator -13, D1 ag 29, D2 ag 1.6, TRHR enhancer 1, D1 antagonist -27, D2 antagonist -5, RXFP1 antag inconclusive, TRHR ag 0.9 and D1 PAM -6.
`CCC(C)NC(=O)CSc1nc2cc3c(cc2c(=O)n1Cc1ccco1)OCO3` (configuration not stated) gave D2 potentiator 23, D1 ag 2, D2 ag 0.2, TRHR enhancer -3, D1 antagonist 7, D2 antagonist 13, RXFP1 antag -13, TRHR ag -1.5 and D1 PAM -2.
Screening CC(CCc1ccccc1)NC(=O)Cn1ncc2c3ccccc3n(Cc3cccc(Cl)c3)c2c1=O (configuration not stated) returned D2 potentiator -3, D1 ag 21, D2 ag -0.3, TRHR enhancer 4, D1 antagonist -10, RXFP1 antag -3, TRHR ag 1.6 and D1 PAM -4.
`COc1ccccc1N1CC(C(=O)Nc2cc(C(F)(F)F)ccc2N2CCCC2)CC1=O` (configuration not stated) gave D2 potentiator -7, D1 ag 2, D2 ag -0.3, TRHR enhancer -10, D1 antagonist -8, D2 antagonist -11, RXFP1 antag -3, TRHR ag -0.3 and D1 PAM -8.
`COc1cccc(OC)c1OCCOCCn1cnc2ccccc2c1=O` gave D2 potentiator 3, D1 ag 1, D2 ag 0.6, TRHR enhancer 0, D1 antagonist -12, D2 antagonist -5, RXFP1 antag 13, TRHR ag -0.1 and D1 PAM 0.
`Cc1cc(C)c(S(=O)(=O)N2CCCC2=O)c(C)c1` gave D1 ag 1, TRHR enhancer 10, D1 antagonist -3, RXFP1 antag -12, TRHR ag 0.1 and D1 PAM 8.
Screening Cc1ccc(N(C(=O)c2ccc(CN3CCOCC3)o2)C(C(=O)NCCC(C)C)c2cccs2)c(C)c1 (configuration not stated) returned D2 potentiator 8, D1 ag 8, D2 ag -0.4, TRHR enhancer -7, D1 antagonist -15, D2 antagonist -6, RXFP1 antag 0, TRHR ag -0.2 and D1 PAM 3.
Screening Cc1cc2cc(CCNC(=O)c3cccc([N+](=O)[O-])c3)c(=O)[nH]c2cc1C returned D2 potentiator 11, D1 ag -1, TRHR enhancer -1, D1 antagonist -13, RXFP1 antag -5, TRHR ag -0.1 and D1 PAM -3.
Screening COc1ccc(C(=O)C2CCCN(Cc3c(C)[nH]c4ccccc34)C2)c(OC)c1 (configuration not stated) returned D2 potentiator -25, D1 ag 2, D2 ag -2.4, TRHR enhancer 4, D1 antagonist -2, D2 antagonist 11, TRHR ag -0.2 and D1 PAM -2.
`C/C(N)=C(/C#N)C(=O)COC(=O)CSc1ccccc1` gave D2 potentiator 5, D1 ag 8, D2 ag 1.1, TRHR enhancer -6, D1 antagonist -3, D2 antagonist 18, RXFP1 antag -5, TRHR ag 0.4 and D1 PAM -6.
For C=CCNc1oc(Cc2cccc3ccccc23)nc1C#N the results were D2 potentiator 2, D1 ag 4, D2 ag -1.3, TRHR enhancer -9, D1 antagonist 4, D2 antagonist 10, TRHR ag 0.2 and D1 PAM -2.
`COC(=O)CCC(=O)OC1(C)C(=O)C=C2C=C(C3CC3)N(CC3CC3)C=C2C1=O` (configuration not stated) gave D2 potentiator -13, D1 ag 7, D2 ag 4.4, TRHR enhancer -5, D1 antagonist 0, D2 antagonist 17, TRHR ag 0.5 and D1 PAM -7.
For O=C(CCn1c(=O)c2ccccc2n(Cc2cc(=O)n3ccccc3n2)c1=O)NCc1ccco1 the results were D2 potentiator -2, D1 ag 1, D2 ag 0.6, TRHR enhancer 0, D1 antagonist -7, D2 antagonist 1, RXFP1 antag -5, TRHR ag 0.6 and D1 PAM 2.
`CCC(=O)Nc1cc(ON=C(C)C)cc([N+](=O)[O-])c1` gave D2 potentiator 4, D1 ag -2, D2 ag 0.1, TRHR enhancer -1, D1 antagonist 3, D2 antagonist 15, RXFP1 antag -2, TRHR ag -1.0 and D1 PAM -2.
COc1ccc2c(c1)CC(C(=O)NCCCN1CCN(c3ccccc3F)CC1)CO2 (configuration not stated) was read as D2 potentiator -25, D1 ag 3, TRHR enhancer 1, D1 antagonist -19, RXFP1 antag -1, TRHR ag 0.2 and D1 PAM -3.
For CS(=O)(=O)c1ccc(-n2nnc3ccccc32)c([N+](=O)[O-])c1 the results were D1 ag 1, D2 ag 1.2, TRHR enhancer 5, D1 antagonist -29, D2 antagonist -15, RXFP1 antag -22, TRHR ag 0.2 and D1 PAM -2.
`Cc1nn(-c2ccc(N3CCOCC3)nn2)c(C)c1CCC(=O)Nc1ccc(F)cc1` gave D2 potentiator 8, D1 ag 3, D2 ag 5.6, TRHR enhancer -2, D1 antagonist -18, D2 antagonist -3, RXFP1 antag -22, TRHR ag 0.0 and D1 PAM 5.
For COc1ccc(N2C3=C(CC4=C2CCCC4=O)C(=O)CCC3)cc1 the results were D2 potentiator 5, D1 ag -2, D2 ag 0.9, TRHR enhancer 0, D1 antagonist -4, D2 antagonist 0, RXFP1 antag inconclusive, TRHR ag -0.5 and D1 PAM -1.
Screening CCOC(=O)C(Oc1ccc2c(-c3ccccc3)cc(=O)oc2c1C)c1ccccc1 (configuration not stated) returned D2 potentiator 18, D1 ag 5, D2 ag -0.4, TRHR enhancer -1, D1 antagonist -3, D2 antagonist 0, RXFP1 antag -8, TRHR ag 0.0 and D1 PAM -11.
For COc1cc(CNCCN2CCOCC2)ccc1OCC(=O)NC(C)(C)C the results were D2 potentiator -15, D1 ag 32*, D2 ag 34*, TRHR enhancer 7, D1 antagonist -1, D2 antagonist 5, RXFP1 antag 2, TRHR ag -0.2 and D1 PAM -21.
COc1ccc(/C(C)=N/NC(=O)c2nnn(-c3nonc3N)c2CN(C)c2ccccc2)cc1 was read as D2 potentiator 17, D1 ag 4, D2 ag 0.4, TRHR enhancer -2, D1 antagonist -21, D2 antagonist -13, RXFP1 antag 5, TRHR ag 0.3 and D1 PAM 1.
Screening Cc1cccc(NC(=O)C(=O)NCCc2csc(-c3ccc(F)cc3)n2)c1C returned D2 potentiator 4, D1 ag 8, D2 ag -0.4, TRHR enhancer 8, D1 antagonist 0, RXFP1 antag -3, TRHR ag 0.0 and D1 PAM -1.
Screening C=C(C)c1ccccc1 returned D2 potentiator 5, D1 ag -4, D2 ag 0.3, TRHR enhancer 24, D2 antagonist 1, TRHR ag -0.2 and D1 PAM 0.

Quoted from the entries so far (six entries):
For COc1ccc(N2C3=C(CC4=C2CCCC4=O)C(=O)CCC3)cc1 the results were D2 potentiator 5, D1 ag -2, D2 ag 0.9, TRHR enhancer 0, D1 antagonist -4, D2 antagonist 0, RXFP1 antag inconclusive, TRHR ag -0.5 and D1 PAM -1.
Screening CCOC(=O)C(Oc1ccc2c(-c3ccccc3)cc(=O)oc2c1C)c1ccccc1 (configuration not stated) returned D2 potentiator 18, D1 ag 5, D2 ag -0.4, TRHR enhancer -1, D1 antagonist -3, D2 antagonist 0, RXFP1 antag -8, TRHR ag 0.0 and D1 PAM -11.
For COc1cc(CNCCN2CCOCC2)ccc1OCC(=O)NC(C)(C)C the results were D2 potentiator -15, D1 ag 32*, D2 ag 34*, TRHR enhancer 7, D1 antagonist -1, D2 antagonist 5, RXFP1 antag 2, TRHR ag -0.2 and D1 PAM -21.
COc1ccc(/C(C)=N/NC(=O)c2nnn(-c3nonc3N)c2CN(C)c2ccccc2)cc1 was read as D2 potentiator 17, D1 ag 4, D2 ag 0.4, TRHR enhancer -2, D1 antagonist -21, D2 antagonist -13, RXFP1 antag 5, TRHR ag 0.3 and D1 PAM 1.
Screening Cc1cccc(NC(=O)C(=O)NCCc2csc(-c3ccc(F)cc3)n2)c1C returned D2 potentiator 4, D1 ag 8, D2 ag -0.4, TRHR enhancer 8, D1 antagonist 0, RXFP1 antag -3, TRHR ag 0.0 and D1 PAM -1.
Screening C=C(C)c1ccccc1 returned D2 potentiator 5, D1 ag -4, D2 ag 0.3, TRHR enhancer 24, D2 antagonist 1, TRHR ag -0.2 and D1 PAM 0.
